TDP1 inh: TDP1 (human) enzyme inhibition. Q9NUW8. recombinant TDP1, AlphaScreen DNA substrate cleavage. Potency, µM (series often up to 130 µM), inactives show at the highest dose activity change, negative = inhibition, most hits filed as inhibitors. hit rate 0.28% among 350,000. AID 485290; active = well fitted inhibition curve with a large enough effect; inconclusive = small, poorly fitted or top-dose-only effect; inactive = no such curve, though single readings can be large or run the other way; note: nearly all actives have a fitted effect of over 40% in size
Target sequence (Q9NUW8 whole entry, looked up): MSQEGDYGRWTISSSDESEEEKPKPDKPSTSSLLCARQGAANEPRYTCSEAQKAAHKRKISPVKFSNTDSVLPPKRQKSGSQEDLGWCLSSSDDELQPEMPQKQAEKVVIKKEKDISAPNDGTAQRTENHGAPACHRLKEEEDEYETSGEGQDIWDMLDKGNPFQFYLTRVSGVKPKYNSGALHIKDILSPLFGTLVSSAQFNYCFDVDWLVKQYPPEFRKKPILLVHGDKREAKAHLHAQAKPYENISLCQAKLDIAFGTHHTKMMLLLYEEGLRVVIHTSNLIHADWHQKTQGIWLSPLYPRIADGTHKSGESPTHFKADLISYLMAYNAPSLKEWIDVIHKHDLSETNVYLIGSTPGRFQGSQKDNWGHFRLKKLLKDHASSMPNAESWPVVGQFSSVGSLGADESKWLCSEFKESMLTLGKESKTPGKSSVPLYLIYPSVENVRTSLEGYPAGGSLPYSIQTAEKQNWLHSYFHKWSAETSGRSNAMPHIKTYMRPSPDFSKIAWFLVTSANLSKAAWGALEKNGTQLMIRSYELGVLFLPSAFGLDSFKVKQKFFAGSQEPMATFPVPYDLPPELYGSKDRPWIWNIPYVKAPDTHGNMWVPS
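AlphaScreen read-out: signal falls as enzyme removes the 3' tyrosine-FITC from a 5'-biotinylated DNA oligo (15 nM, 5 min, RT). Enzyme was E. coli-made recombinant Tdp1 at 1 nM, exposed to compound for 15 min beforehand; beads 10 ug/ml, 10 min.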
An asterisk follows results filed as active; ? = inconclusive; & = joins results of further samples; [ ] = remark or other dose. % is set by controls: 0 for no effect and ±100 for the full control effect; potency is the fitted concentration of half-maximal effect. The list is partial. The share of hits here may be higher or lower than overall.

SMILES	TDP1 inh
C=CCn1c(=O)/c(=C2/Sc3cc(OC)ccc3N2C)s/c1=C1\C(=O)N(CC)C(=S)N1C	9.6%
C=C(CC(=O)OC)C[C@]1(CC(=O)OC)CC2(CC=C(C)C)C(=O)C(C(=O)c3ccccc3)=C(OC(=O)c3ccc(Br)cc3)C(CC=C(C)C)(C1)C2=O (stereo not given in full)	10.1%[21 µM]
CC(=O)OCc1cnc(C)c2oc(=O)c(C(=O)Nc3ccc(F)cc3C)cc12	-1.2%
CC(C)C[C@@H](CC(=O)N[C@@H](CCC(=O)O)CC(=O)O)NC(=O)[C@@H]1CNCC[C@H]1NC(=O)C[C@H](CCCN)NC(=O)C[C@H](Cc1c[nH]c2ccccc12)NC(=O)[C@@H]1CNCC[C@H]1N	2.5%
CNC(=O)C1(C(F)(F)F)C/C(=C/CCO)CCCO1 (stereo not given)	6.2%
O=C(CCNS(=O)(=O)c1ccccc1)N1CCN(C(c2ccccc2)c2ccccc2)CC1	2.4%
CN[C@@H]1[C@H](O[C@@H]2O[C@H](CO)[C@@H](N)[C@H](O)[C@@H]2O)O[C@H]2C[C@@H](N)[C@@H](O[C@H]3[C@@H](O)[C@H](O)[C@H](N)C[C@@H]3N)O[C@H]2[C@H]1O	10.8%[21 µM]
O=C1CC(c2ccc(F)cc2)Cc2nc(N3CCc4ccccc43)ncc21 (stereo not given)	7.3%
COC(=O)C/C=C\[C@@H](C)[C@@H](/C=N\O[C@@H](C)CN1CCCc2nc(C)c(C)cc21)OC	9.0%[21 µM]
COC(=O)[C@H]1CC=C[C@H]2CCN(Cc3ccc(Cl)c(Cl)c3)C(=O)[C@@H]12	0.0%
COc1ccc2c(c1)O[C@@H](c1cccc(C(F)(F)F)c1)[C@H](OC(=O)NCc1ccco1)C2=O	0.6%
Cc1ccc(NC(=O)c2ccc(C)c(S(=O)(=O)N3CCCCCC3)c2)cc1	3.8%
C[C@@H](O)CCC[C@H](O)/C=C/[C@@H]1[C@@H](C/C=C\CCCC(=O)O)[C@@H](O)C[C@H]1O	5.0%
COc1ccccc1OCC(=O)Nc1c(C(=O)c2ccc(F)cc2)oc2ccccc12	1.1%
CCC/C=C(\CCC)C(NC(=O)c1ccco1)c1ccc(C(=O)OC)cc1 (stereo not given)	5.7%
N#Cc1cc(NC(=O)c2ccc(F)cc2)c(=O)n2c1[nH]c1ccccc12	6.1%
CC1=Nc2cc(C(=O)NCCc3ccccc3)ccc2Sc2c(C)ccc(C)c21	6.4%
Nc1ccccc1[N+](=O)[O-]	8.7%
Cc1ccccc1NC(=O)c1cc2c(-c3ccccc3)nn(-c3ccccc3)c2s1	6.3%
COc1ccc(-c2c(C)c3ccc(O)c(CN4CCCC4)c3oc2=O)cc1OC	2.2%
COc1ccc2c(c1)c(C1=C(c3c[nH]c4ccccc34)C(=O)NC1=O)cn2CCCN(C)C	21.3%
CCCOc1ccc(NC(=O)C2OC3OC(C)(C)OC3C3OC(C)(C)OC23)cc1 (stereo not given)	-1.1%
COC(=O)c1ccc2c(c1)N(CC(=O)Nc1ccc(C)cc1Cl)C(=O)c1ccccc1S2	0.6%
COc1ccc(CCNC(=O)C2CCC(CNS(=O)(=O)c3ccccc3)CC2)cc1OC (stereo not given)	-2.3%
CCOC(=O)C1CCCN(C(=O)c2c(C)nn(-c3ccc(F)cc3)c2-n2cccc2)C1 (stereo not given)	5.6%
CC(C)C[C@H](NC(=O)C1OC1C(=O)O)C(=O)NCCCCN=C(N)N (stereo not given in full)	-6.9%[56.1 µM]
CCOC(=O)O[C@]1(C(=O)OCCl)CC[C@@H]2[C@H]3CCC4=CC(=O)C=C[C@]4(C)[C@@H]3[C@@H](O)C[C@@]21C	4.3%
COc1ccc(OC2=NS(=O)(=O)c3ccccc32)cc1	2.6%
CCCn1c(C)nc2c(N3CCCN(Cc4ccccc4)CC3)nc(C)nc21	6.9%
C[C@@H](C(=O)Nc1ccc2ccccc2c1)[C@H]1C[C@]1(C)[C@H](NS(=O)(=O)c1ccc2ccccc2c1)c1ccccc1	8.1%
C[C@H]1/C=C\CC(=O)NCc2cccc(c2)CNC(=O)N[C@H]1c1ccccc1	5.0%
Cc1ccc(Sc2cncc3sc(C(N)=O)cc23)cc1	3.6%
NCCC[C@H](N)CC(=O)N[C@H]1CNC(=O)[C@@H]([C@@H]2C[C@H](O)N=C(N)N2)NC(=O)/C(=C/NC(N)=O)NC(=O)[C@@H](CO)NC(=O)[C@@H](CO)NC1=O	-2.2%[56.1 µM]
O=C(O)c1sccc1S(=O)(=O)Nc1ccccc1N1CCCCC1	8.1%
Cc1cccc2sc(N)nc12	6.5%
COC(=O)[C@@H]1CC[C@H](C)[C@@H](c2ccc(C)cc2)N1C(=O)c1ccc(/C=N\O[C@@H](C)c2cc(-c3c(C)cc(C)cc3C)no2)cc1	9.0%[21 µM]
COc1ccc(OC)c(NC(=O)C2CCN(S(=O)(=O)c3ccc4c(c3)CCCC(=O)N4)CC2)c1	4.2%
O=C(O)c1cc(Oc2ccc([N+](=O)[O-])cc2)cc(Oc2ccc([N+](=O)[O-])cc2)c1	10.2%
Cc1noc(C)c1-c1ccc2ncnc(NCc3ccccc3Cl)c2c1	5.6%
O=S1(=O)c2ccccc2N=NN1Cc1cc(Cl)cc(Cl)c1	4.1%
Cc1ccc2c(c1)C(N1CCN(C)CC1)=Nc1cccnc1N2	9.5%[56.1 µM]
Cc1ccc(C)c(N2CCN(C(=O)CN3C(=O)COc4ccc(S(=O)(=O)N5CCOCC5)cc43)CC2)c1	9.0%
Cc1ccn2c(c1)nc(=S)n2C(=O)c1ccco1	-3.8%
CCOC(=O)CNC(=O)O[C@@H]1C(=O)c2cc(OC)ccc2O[C@H]1c1cccc(OC)c1	7.5%
CC1(C)SC2C(N3C(=O)C(c4ccccc4)NC3(C)C)C(=O)N2C1C(=O)O (stereo not given)	?
COc1cccc(NS(=O)(=O)c2ccc3c(c2)CCC(=O)N3)c1	0.4%
CNC(=O)C1(C)C=CCN1C(=O)OC (stereo not given)	5.7%
COc1ccc(-c2nc3c(c4c2C[C@H](c2ccccc2)OC4)CN(C(=O)NCCc2c[nH]c4ccccc24)CC3)c(C)c1	0.2%[12.3 µM]
CCCCNC(=O)C(C1CCCCC1)N(CCN(C)C)C(=O)CCCN1C(=O)NC(c2ccc(-c3ccccc3)cc2)C(C(=O)OCc2ccccc2)=C1C (stereo not given)	2.3%[56.1 µM]
Cc1ccc(-n2[nH]c(C)c(/C=N/NC(=O)c3cccc([N+](=O)[O-])c3)c2=O)cc1C	10.3%
O=C(Nc1ccccc1)N1CC=C(c2ccccc2)CC1	9.1%
CCOc1ccc2ncc(S(=O)(=O)c3ccccc3)c(N3CCC4(CC3)OCCO4)c2c1	0.0%
C=C1CCN(C(CC(C)C)C(=O)Nc2ccc(OC)cc2)S(=O)(=O)c2ccccc21 (stereo not given)	5.6%
COC1(C#CC2C=CC(OC(C)=O)C(COC(C)=O)O2)CCCCC1 (stereo not given)	4.8%[21 µM]
CC(=O)Nc1cccc(S(=O)(=O)Nc2ccc(C)c(C)c2)c1	0.8%
COC(=O)[C@H]1C[C@@H]1[C@H](NC(=O)c1cc(C)nn1C)c1ccccc1	-1.5%
CCNC(=O)CC1C(=O)N(c2ccc(OC)cc2)C(=S)N1CCc1ccncc1 (stereo not given)	1.3%
CCn1c(C)nc2cc(C(=O)N=Nc3c(O)[nH]c4ccccc34)ccc21	0.0%
COC(=O)c1ccc(NC(=O)CN2C(=O)CC(c3ccccc3)Sc3ccccc32)cc1 (stereo not given)	2.9%
Nc1ccccc1C(=O)/C=C/c1ccccc1	7.5%

Nothing new here: 23 of the compounds above.
SMILES	TDP1 inh
Cc1cccc2sc(N)nc12	6.5%
COC(=O)[C@@H]1CC[C@H](C)[C@@H](c2ccc(C)cc2)N1C(=O)c1ccc(/C=N\O[C@@H](C)c2cc(-c3c(C)cc(C)cc3C)no2)cc1	9.0%[21 µM]
COc1ccc(OC)c(NC(=O)C2CCN(S(=O)(=O)c3ccc4c(c3)CCCC(=O)N4)CC2)c1	4.2%
O=C(O)c1cc(Oc2ccc([N+](=O)[O-])cc2)cc(Oc2ccc([N+](=O)[O-])cc2)c1	10.2%
Cc1noc(C)c1-c1ccc2ncnc(NCc3ccccc3Cl)c2c1	5.6%
O=S1(=O)c2ccccc2N=NN1Cc1cc(Cl)cc(Cl)c1	4.1%
Cc1ccc2c(c1)C(N1CCN(C)CC1)=Nc1cccnc1N2	9.5%[56.1 µM]
Cc1ccc(C)c(N2CCN(C(=O)CN3C(=O)COc4ccc(S(=O)(=O)N5CCOCC5)cc43)CC2)c1	9.0%
Cc1ccn2c(c1)nc(=S)n2C(=O)c1ccco1	-3.8%
CCOC(=O)CNC(=O)O[C@@H]1C(=O)c2cc(OC)ccc2O[C@H]1c1cccc(OC)c1	7.5%
CC1(C)SC2C(N3C(=O)C(c4ccccc4)NC3(C)C)C(=O)N2C1C(=O)O (stereo not given)	?
COc1cccc(NS(=O)(=O)c2ccc3c(c2)CCC(=O)N3)c1	0.4%
CNC(=O)C1(C)C=CCN1C(=O)OC (stereo not given)	5.7%
COc1ccc(-c2nc3c(c4c2C[C@H](c2ccccc2)OC4)CN(C(=O)NCCc2c[nH]c4ccccc24)CC3)c(C)c1	0.2%[12.3 µM]
CCCCNC(=O)C(C1CCCCC1)N(CCN(C)C)C(=O)CCCN1C(=O)NC(c2ccc(-c3ccccc3)cc2)C(C(=O)OCc2ccccc2)=C1C (stereo not given)	2.3%[56.1 µM]
Cc1ccc(-n2[nH]c(C)c(/C=N/NC(=O)c3cccc([N+](=O)[O-])c3)c2=O)cc1C	10.3%
O=C(Nc1ccccc1)N1CC=C(c2ccccc2)CC1	9.1%
CCOc1ccc2ncc(S(=O)(=O)c3ccccc3)c(N3CCC4(CC3)OCCO4)c2c1	0.0%
C=C1CCN(C(CC(C)C)C(=O)Nc2ccc(OC)cc2)S(=O)(=O)c2ccccc21 (stereo not given)	5.6%
COC1(C#CC2C=CC(OC(C)=O)C(COC(C)=O)O2)CCCCC1 (stereo not given)	4.8%[21 µM]
CC(=O)Nc1cccc(S(=O)(=O)Nc2ccc(C)c(C)c2)c1	0.8%
COC(=O)[C@H]1C[C@@H]1[C@H](NC(=O)c1cc(C)nn1C)c1ccccc1	-1.5%
CCNC(=O)CC1C(=O)N(c2ccc(OC)cc2)C(=S)N1CCc1ccncc1 (stereo not given)	1.3%

Next part:
SMILES	TDP1 inh
C=CCOC(=O)NC(c1ccc(F)c(F)c1)S(=O)(=O)c1ccc(Cl)cc1 (stereo not given)	9.3%
CCN1CCN(c2ccc(S(=O)(=O)N3CCCCC3)cc2NC(=O)Cc2c(Cl)cccc2Cl)CC1	3.5%
Cc1sc2ncnc(Sc3nnc4sc5ccccc5n34)c2c1C	5.5%
Cc1cc(C)cc(NC(=O)Cn2cc3c(n2)CCCCC3)c1	-7.8%
COC(=O)C(C(C)=O)C1c2ccccc2C=C(C)N1C(=O)OC (stereo not given)	8.6%[21 µM]
CCc1nc(SCC(=O)Nc2ccc(Br)cn2)n[nH]1	1.6%
COc1ccc(COC(=O)N/N=C2/C[C@@H](O)[C@@H](O)[C@@H]3[C@@H]4C(=O)N(c5cccc(Oc6ccccc6)c5)C(=O)[C@H]4CC[C@H]23)cc1	11.1%[21 µM]
CC(C)Sc1n[nH]c2nc3c(c(=O)n12)C1(CCCC1)Cc1ccccc1-3	2.9%
Nc1ccccc1S(=O)(=O)O	6.5%
O=C(Nc1ccc(Br)cc1)c1cccc(S(=O)(=O)Nc2ccc(Br)cc2)c1	5.6%
CCC(=O)OCC(=O)[C@@]1(OC(=O)CC)[C@H](C)C[C@@H]2[C@@H]3[C@H]([C@@H](O)C[C@@]21C)[C@]1(C)C=CC(=O)C=C1C[C@@H]3Cl	?
NCCC[C@@H](CC(=O)N[C@@H]1CCCC[C@H]1C(=O)N[C@H](CC(=O)N[C@@H](CCC(=O)O)CC(=O)O)Cc1c[nH]c2ccccc12)NC(=O)C[C@H](Cc1ccccc1)NC(=O)[C@@H]1CNCC[C@H]1N	3.7%
CC(C)NC(=O)[C@@H]1C[C@H]1[C@@H](NC(=O)OCc1ccccc1)c1ccccc1	6.9%
CO[C@H]1COC(=O)[C@@H](C)COC(=O)[C@@H](COCc2ccccc2)NC(=O)C/C=C\[C@H]1C	5.8%[21 µM]
O=C(O)c1ccc(NS(=O)(=O)c2ccsc2C(=O)O)cc1	3.3%
C=CCNC(=O)c1cc([N+](=O)[O-])cc2c(=O)[nH]c(Nc3ccc(Cl)c(Cl)c3)nc12	5.7%
COC(=O)/C(=C(/F)SCC(C)=O)C(F)(F)F	-1.1%
C=CCCCCCCCCCBr	5.6%
CCCCC[C@H](O)/C=C/[C@@H]1[C@@H](C/C=C\CCCC(=O)O)[C@H](O)C[C@H]1O	7.3%&3.7%
COC(=O)C1=C(C(=O)OC)[C@@H]2Nc3ccccc3[C@@]23C[C@@H](C(=O)OC)N(S(=O)(=O)c2cccs2)C3=N1	11.0%[21 µM]
O=Cc1nc(Nc2cc(F)cc(F)c2)nc(NC2CCCC2)n1	1.3%
O=C1c2ccccc2C(=O)C12OC(c1ccccc1)C1(C(=O)c3ccccc3C1=O)C2c1cccc([N+](=O)[O-])c1 (stereo not given)	2.4%
